TAG inh – triacylglycerol accumulation inhibition; H9c2 cells, Nile Red lipid (TAG) fluorescence; cells loaded with 200 µM oleic acid; inhibition, % at 12.5 µM; 0.66% of 230,000 active; AID 651582;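 active = pattern-corrected inhibition of lipid staining of at least 50% with the nuclear-stain viability signal not falling by more than 50%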;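 also: 0% = DMSO wells and 100% = triacsin C control wells; some results filed as inactive read as strong as hits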
TAG inh DAPI viability – recorded beside TAG inh, whose call it bears; DAPI nuclei signal change (viability), lower = more cytotoxic, %;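 whole-well DAPI fluorescence read on a plate reader as a viability signal; minus 50 percent equals half of cells still viable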
* = called active by the depositor. Not all compounds are listed; rates above refer to the full screens.

SMILES | TAG inh | TAG inh DAPI viability
CCCCc1nc2cc(C(=O)N3CCCC(COC)C3)ccc2o1 (stereo unspecified) | 11 | -5
COc1ccccc1N(C(=O)CNC(=O)c1ccco1)C(C(=O)NC1CCCC1)c1ccncc1 (stereo unspecified) | -2 | 5
COc1ccc(N(CC(=O)Nc2ccc3c(c2)OCO3)S(=O)(=O)c2ccccc2)c(OC)c1 | 30 | -3
CCN(CC)c1ncnc2scc(C3COc4ccccc4O3)c12 (stereo unspecified) | -5 | 3
COc1cc(/C=N/NC(=O)c2c(-c3ccccc3)noc2C)cc(OC)c1OC | 3 | -1
CCCCN(C(=O)NC(=O)Nc1ccccc1C)S(C)(=O)=O | -6 | -2
Cc1cc(C)n(-c2ncnc3sc(C)c(C)c23)n1 | 3 | 7
C=CCN(C(=O)CNC(=O)c1ccco1)C(C(=O)NC1CCCCC1)c1ccccc1F (stereo unspecified) | 9 | -8
COc1ccc(CC(=O)OCC(=O)N2CCN(S(=O)(=O)c3ccc(C)cc3C)CC2)cc1OC | -7 | 1
Cc1ccc2nc(C)c(C(=O)N/N=C/c3ccc(C(=O)O)cc3)cc2c1 | 1 | 1
Cc1cnc([N+](=O)[O-])n1CCOC(=O)NC(=O)c1ccc(C(F)(F)F)cc1 | -1 | -14
O=C1CCC(/C=C/c2ccccc2)=NN1Cc1ccc(Cl)c(Cl)c1 | -8 | 10
CCn1nc(NC(=O)c2ccco2)c2cc3cc(C)ccc3nc21 | 5 | 3
Oc1ccc(-c2cnns2)c(O)c1 | 14 | 3
CCN(CC)C(=O)CN(c1ccc(C)cc1)S(=O)(=O)c1ccc(SC)cc1 | -9 | 14
O=C(CN1CCc2ccccc21)NC(=O)NCc1ccccc1 | 6 | 19
CCOC(=O)CNc1nc(C#N)nc(N2CCOCC2)n1 | -6 | 3
Cc1ccccc1Nc1cc2ccccc2c(=O)[nH]1 | -8 | -25
CCC(=O)c1c(NC(C)C)cc(C)oc1=O | 2 | -4
CN(CC(=O)Nc1ccccc1C(F)(F)F)C(=O)c1cc(-c2cccs2)nn1-c1ccccc1 | -4 | 1
COc1ccccc1NC(=O)Nc1nc(C(N)Cc2ccc(C(F)(F)F)cc2)cs1 (stereo unspecified) | 79* | -46*
CCc1ccccc1NC(=O)c1noc(C(C)C)c1[N+](=O)[O-] | 3 | -11
N/C(CN1CCCC1=O)=N\O | 7 | 2
COC(=O)c1ccc(C#Cc2ccccc2)o1 | -2 | -2
O=C(Nc1ccc(F)cc1)c1cn(-c2ccccc2)nc1-c1ccncc1 | 38 | -9
O=C(COc1ccc(/C=C\[N+](=O)[O-])cc1)N1CCOCC1 | 3 | 8
COC(=O)C1=C(C)N(Cc2ccccc2)C(=NCc2ccccc2)N[C@H]1c1cccc(C(F)(F)F)c1 | 134 | -64
COCCCNC(=S)NNC(=S)NCCCOC | -3 | 1
COc1cc2c(-c3cc(F)cc(F)c3)c(-c3ccsc3)oc(=O)c2cc1OC | -11 | 11
O=C(CC1C(=O)N(c2ccccc2)C(=S)N1c1ccccc1)c1ccccc1 (stereo unspecified) | 1 | -27
CCN(C(=O)COC(=O)c1ccco1)c1cccc2ccccc12 | -5 | -2
Cc1cccc(NC(=O)Cn2nnc(-c3ccc(CN4CCCC4)cc3)n2)c1C | 6 | -3
COc1cccc(NC(=O)N(C)C[C@@H]2OCc3cnnn3CCCC(=O)N([C@H](C)CO)C[C@@H]2C)c1 | 8 | 0
COc1ccc(S(=O)(=O)NCC2CCCN(C(=O)CN3CCCCC3)C2)cc1 (stereo unspecified) | -24 | 3
CCCOc1ccc(C(=O)Nc2ccc(S(=O)(=O)N3CCN(C)CC3)cc2)cc1 | 2 | -2
O=C(COc1cccc(C(F)(F)F)c1)Nc1nnc(C2CC2)s1 | -14 | 3
CC(=O)c1ccc(N2CCN(CC(=O)Nc3ccccc3C(=O)NC3CC3)CC2)c(F)c1 | 13 | 4
c1ccc2oc(-c3csc(NCC4CCCO4)n3)cc2c1 (stereo unspecified) | -6 | 4
COC(=O)c1cn(-c2ccccc2)c(=O)c2ccccc12 | 6 | 1
OCCC1CN(Cc2ccc(-c3ccco3)cc2)CCN1Cc1ccsc1 (stereo unspecified) | -11 | 14
CN(C)S(=O)(=O)c1ccc2c(c1)c(=O)c(C(=O)NCCCN1CCCCCC1)cn2C | 9 | 5
CC1CN(C2CCCCC2)c2nc3c(c(=O)[nH]c(=O)n3C)n2C1 (stereo unspecified) | 10 | -1
Cn1c2ccc(F)cc2c2nnc(NN)nc21 | 14 | 5
O=C(Nc1ccncc1)c1ccc2c(c1)OCCO2 | -15 | -1
Cc1ccc(/C=N/NC(=O)CSc2nnc(-c3ccc(Cl)cc3)n2-c2ccc(Cl)cc2)o1 | -7 | 3
CC(C)COC(=O)n1c(SCC(N)=O)nc2ccccc21 | 11 | -2
CCOc1ccc(N(C(C)=O)C2C=CS(=O)(=O)C2)cc1 (stereo unspecified) | -9 | 4
Cc1cc(C#N)c(SCC(N)=O)nc1-c1ccc(F)cc1 | 1 | 8
CN(C)C(CNC(=O)CCOc1ccccc1)c1ccco1 (stereo unspecified) | 5 | -2
Cc1ccc([C@H]2C(C(=O)O)=CC[C@@H](c3ccc(Cl)cc3)N2S(=O)(=O)c2ccc(C)cc2)cc1 | -3 | -11

Of the compounds above, 2 contain two or more sulfur atoms:
SMILES | TAG inh | TAG inh DAPI viability
CCN(CC)C(=O)CN(c1ccc(C)cc1)S(=O)(=O)c1ccc(SC)cc1 | -9 | 14
COCCCNC(=S)NNC(=S)NCCCOC | -3 | 1

(continued)
SMILES | TAG inh | TAG inh DAPI viability
COc1ccc(-c2c(C)nn3c(N4CCC(C(=O)N5CCCCC5)CC4)cc(C)nc23)cc1OC | -14 | 6
CCOC(=O)c1cc(NC(=O)c2ccco2)ccc1N1CCOCC1 | 5 | -1
Cc1nnc(SCC(=O)N(CCC#N)c2ccc3c(c2)OCCO3)s1 | 19 | -4
Cc1nn(CCC#N)c(N)c1C1(O)C(=O)Nc2c(Cl)cc(Cl)cc21 (stereo unspecified) | -3 | 3
COCCN(C(=O)C(=O)NC1CCCC1)C(C(=O)NC1CCCC1)c1ccccc1F (stereo unspecified) | -7 | 6
COCc1cc(C)nc(N2CCN(Cc3ccccc3)CC2)c1C#N | 6 | -4
CN1CCN(S(=O)(=O)c2cccc(C(=O)NCCC3=CCCCC3)c2)CC1 | -13 | 6
Cc1nc(N2CCOCC2)sc1C=O | 13 | 1
CS(=O)(=O)c1ccccc1-c1nnc(-c2ccc(Cl)cc2)o1 | 19 | 7
COc1cccc(C(=O)OCCCOC(=O)c2cccc(OC)c2OC)c1OC | 4 | -6
CCOc1ccccc1NC(=O)CSc1nnnn1-c1ccccc1 | -62 | 1
Cc1ccn2c(=O)nc(SCC(=O)c3ccc(Cl)cc3)nc2c1 | 5 | 0
Cn1c(CC(=O)Nc2ccc(Cl)cc2)nnc1SCC(=O)N1CCOCC1 | -8 | 0
CCc1ccc(CCC(=O)Nc2nccs2)o1 | 10 | -4
Cc1ccc(S(=O)(=O)C(C)C(=O)NCCS(=O)(=O)c2ccc(Cl)cc2)cc1 (stereo unspecified) | 11 | -18
COc1ccccc1-n1cn[nH]c1=S | 0 | -1
CC(=O)Nc1ccc(NC(=O)CSc2ccc(-c3ccco3)nn2)cc1 | 7 | -3
CCN(C(=O)CSc1nnc(-c2ccccc2F)n1N)c1c(N)n(Cc2ccccc2)c(=O)[nH]c1=O | 5 | 4
CC1(C)CCCC(C)(C)N1CC(O)COCCOc1ccc(Br)cc1 (stereo unspecified) | -12 | 20
CCc1ccc(-n2c(SCC(=O)Nc3cc(C)[nH]n3)nc3[nH]ncc3c2=O)cc1 | 16 | -14

One compound at a time, as listed above. Values in the order: TAG inh, TAG inh DAPI viability
Cn1c(CC(=O)Nc2ccc(Cl)cc2)nnc1SCC(=O)N1CCOCC1 in the list: -8, 0
CC(=O)Nc1ccc(NC(=O)CSc2ccc(-c3ccco3)nn2)cc1 in the list: 7, -3
CCc1ccc(-n2c(SCC(=O)Nc3cc(C)[nH]n3)nc3[nH]ncc3c2=O)cc1 in the list: 16, -14
Cc1ccc(S(=O)(=O)C(C)C(=O)NCCS(=O)(=O)c2ccc(Cl)cc2)cc1 (stereo unspecified) in the list: 11, -18
CCN(C(=O)CSc1nnc(-c2ccccc2F)n1N)c1c(N)n(Cc2ccccc2)c(=O)[nH]c1=O in the list: 5, 4

Next part:
SMILES | TAG inh | TAG inh DAPI viability
O=c1c(Cc2ccc(F)cc2)c(O)ccn1CCc1ccccn1 | 4 | 1
CNc1ncnc2c1ncn2[C@H]1CN(Cc2ccc3c(c2)OCO3)C[C@@H](CO)O1 | -1 | -4
O=C(CC1NCCc2ccccc21)Nc1cccc(Cl)c1 (stereo unspecified) | 4 | 1
Cc1ccc2nc(SCC(=O)Nc3ccc(F)cc3)nc(=O)n2c1 | -4 | 4
COc1ccc(CCNC(=O)CN(c2cccc([N+](=O)[O-])c2)S(C)(=O)=O)cc1 | -4 | 7
O=c1[nH]c(CN2CCN(c3ccccc3Cl)CC2)nc2ccsc12 | -4 | 0
Cc1cccc(NC(=O)/C(C#N)=C/c2ccc(Sc3ccccc3)o2)c1C | 17 | -10
N#Cc1c(NC(=O)C2C3C=CC(C3)C2C(=O)O)sc2c1CCCCC2 (stereo unspecified) | 3 | 7
Cc1ccccc1NC(=O)CN1C(=O)S/C(=C\c2cccn2-c2cccc(C(=O)O)c2)C1=O | -4 | -5
Cc1ccc(S(=O)(=O)N(C)CC(=O)NNC(=O)CCS(=O)(=O)c2ccccc2)cc1 | 1 | 6
Cn1cc(Cc2ccc(C(=O)NC34CC5CC(CC(C5)C3)C4)cn2)c2ccccc21 | 1 | -5
NC(=O)CC[C@@H]1NC(=O)[C@@H]2CCCN2C(=O)c2cc([N+](=O)[O-])cc(F)c2NCCC[C@@H](C(N)=O)NC1=O | 8 | -1
Cc1nn(Cc2ccc(F)cc2)c(C)c1NC(=O)c1cc2ncc(Br)cn2n1 | -9 | 9
O=C(NC(=S)NC1CC1)c1cccnc1 | -4 | 5
Cc1cccc(OCC(=O)Nc2cc(C)on2)c1 | -14 | 1
O=C(O)c1cc(/C=C/C(=O)c2cc(F)ccc2O)c2c(c1)COCO2 | -1 | 0
Cc1noc(C)c1CSCC(=O)Nc1cc(S(=O)(=O)N2CCOCC2)ccc1OC(C)C | -10 | -7
COc1ccccc1NC(=O)Nc1cccnc1 | -15 | -1
CCN1C(=O)CSc2ccc(C(=O)OC)cc21 | -1 | 1
COc1cccc2c1C(=O)O/C2=C/c1ccc2c(c1)OCO2 | -4 | 43
CCCN(C(=O)CSc1cc(-c2ccccc2)c2ccc(OC)cc2n1)C1CCS(=O)(=O)C1 (stereo unspecified) | 3 | -9
NC(=O)C1C2C=CC(C2)C1c1ccccc1 (stereo unspecified) | -35 | -2
Cn1c(=O)c2c(SCC(=O)NCC3CCCO3)nc(-c3ccccc3Cl)nc2n(C)c1=O (stereo unspecified) | 12 | -1
CC(C)CC1Nc2ncnc(N3CCOCC3)c2N(Cc2ccc(Br)cc2)C1=O (stereo unspecified) | 7 | -2
CCC(=O)n1nc(-c2ccc(Cl)cc2)nc1N | -3 | 3
COc1cc(NC(=O)Cn2c([N+](=O)[O-])cnc2C)c(OC)cc1Cl | -2 | -4
Cc1cc(NS(=O)(=O)c2ccc(NC(=O)/C=C/c3ccco3)cc2)nc(C)n1 | -5 | 11
Cc1nc2ccc(NC(=O)NCCO)cc2s1 | 4 | -4

Structures shown so far that have a CF3 group:
SMILES | TAG inh | TAG inh DAPI viability
Cc1cnc([N+](=O)[O-])n1CCOC(=O)NC(=O)c1ccc(C(F)(F)F)cc1 | -1 | -14
CN(CC(=O)Nc1ccccc1C(F)(F)F)C(=O)c1cc(-c2cccs2)nn1-c1ccccc1 | -4 | 1
COc1ccccc1NC(=O)Nc1nc(C(N)Cc2ccc(C(F)(F)F)cc2)cs1 (stereo unspecified) | 79* | -46*
COC(=O)C1=C(C)N(Cc2ccccc2)C(=NCc2ccccc2)N[C@H]1c1cccc(C(F)(F)F)c1 | 134 | -64
O=C(COc1cccc(C(F)(F)F)c1)Nc1nnc(C2CC2)s1 | -14 | 3

6 entries drawn at random from the list so far:
SMILES | TAG inh | TAG inh DAPI viability
O=C(COc1cccc(C(F)(F)F)c1)Nc1nnc(C2CC2)s1 | -14 | 3
O=C(NC(=S)NC1CC1)c1cccnc1 | -4 | 5
COCc1cc(C)nc(N2CCN(Cc3ccccc3)CC2)c1C#N | 6 | -4
CCC(=O)c1c(NC(C)C)cc(C)oc1=O | 2 | -4
O=c1c(Cc2ccc(F)cc2)c(O)ccn1CCc1ccccn1 | 4 | 1
Cc1ccc2nc(C)c(C(=O)N/N=C/c3ccc(C(=O)O)cc3)cc2c1 | 1 | 1
